Compound activity deposited in PubChem by several laboratories.
aDG glyco act = activators of alpha-DG glycosylation, primary screen, uHTS, Pro5-aDG cells, AlphaScreen; alpha-DG glycosylation AlphaScreen (IIH6); 0% Pro5, 100% B10-LARGE cell signal; activation, % at 10 µM; hit rate 0.22% among 360,000;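 active = activation of at least 8% versus controls, or a plate z-score of at least 8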;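 also: Pro5 are CHO cells carrying HIG-tagged alpha-DG that lacks glycosylation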
N-glyco inh = increase of ERlucT glycosylation luciferase signal, primary screen, N-linked glycosylation inhibitor project, D54 ERlucT cells, luminescence, set 2; reporter increase, % at 12.5 µM; AID 588692, 2011; hit rate 0.23% among 360,000; D54 ERlucT glycosylation luciferase reporter, 24 h; percent of 100 nM tunicamycin response;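 active = mean luciferase reporter signal, scaled so untreated is 0 and the glycosylation-blocking control 100, at or above a set limit in every replicate; inconclusive = mean reaches the limit but not every replicate does; inactive = mean below the limit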;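 also: luciferase carries N-glycosylation sites so blocking glycosylation raises the light; 0% = median of neutral control wells and 100% = median of 100 nM tunicamycin wells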
MC4R antagonist = MC4R antagonists of cAMP signaling, primary screen, cell-based, TR-FRET, antagonist arm of biased-ligand search; MC4R-expressing cells, MTII-stimulated cAMP, LANCE TR-FRET; inhibition, % at 6.5 µM; hit rate 0.48% among 360,000; AID 540295, 2011;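 active = inhibition above its plate's cutoff, the mean of tested wells on that plate plus 3 SD, cut at about 29% in these data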;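 also: 0% = Melanotan II alone and 100% = Melanotan II plus saturating MCL0020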
Target sequence (P32245 whole entry, looked up): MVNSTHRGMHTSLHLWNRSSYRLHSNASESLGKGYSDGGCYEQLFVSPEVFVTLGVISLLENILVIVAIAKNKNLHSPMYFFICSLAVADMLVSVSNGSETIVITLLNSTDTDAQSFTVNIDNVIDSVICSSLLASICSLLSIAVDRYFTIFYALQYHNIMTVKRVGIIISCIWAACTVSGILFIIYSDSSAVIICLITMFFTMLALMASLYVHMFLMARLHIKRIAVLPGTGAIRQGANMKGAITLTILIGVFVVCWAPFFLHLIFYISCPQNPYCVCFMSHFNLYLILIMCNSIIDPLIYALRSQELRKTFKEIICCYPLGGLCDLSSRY
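Assay system: human MC4R-expressing U2OS cells; reagent: Melanotan II stimulation of cells; dosing: 6.5 µM single dose; timing: compound 30 min, challenge 1 h, detection 1 h; signal: TR-FRET cAMP assay; replicates: one well per compound, no replicates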
MC4R ag barr = MC4R agonists recruiting beta-arrestin, primary screen, cell-based, luminescence, agonist arm of biased-ligand search. Melanocortin receptor 4 (Homo sapiens), P32245. U2OS MC4R beta-arrestin complementation; percent of melanotan II response, DMSO zero. activation, % at 8.9 µM. hit rate 0.98% among 360,000. AID 540308, 2011;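 active = activation above a per-plate cutoff, the mean activation of sample wells on that plate plus 3 SD, cut at about 8% in these data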
Vif inh = HIV Vif self-association inhibitors, primary screen, imaging, HEK293T, single point; HEK293T cells, Vif self-association by quenched fluorescence, 24 h; inhibition, % at 7.49 µM; hit rate 0.35% among 340,000; in the data active = inhibition above about 50%, passing the limit was not always enough; inconclusive = no clear call, values can overlap the other calls; inactive = below about 31%; also: some results filed as inactive read as strong as hits
H9c2 protect = cardioprotection against H2O2-induced cell death, primary screen, uHTS, H9c2 cells, ATPLite luminescence; H9c2 cardiomyocytes, H2O2 injury protection, 2 h; protection from H2O2 cell death, % at 20 µM; hit rate 0.63% among 360,000;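 active = compounds giving at least 50% protection of heart cells from peroxide-induced death in the single-dose screen, raw or plate-pattern-corrected value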;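 also: 0% = DMSO wells with peroxide and 100% = DMSO wells without peroxide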
CaV13 ICDI inh = Disruptors of the CACNA1D IQ motif to Ca2+-dependent inactivation inhibitor domain association, primary screening, Förster resonance energy transfer in intact living …. HEK cells, CFP/YFP FRET ICDI-IQ, plate reader, 10 min; percent FRET-ratio fall versus neutral wells. inhibition, % at 12.3 µM. hit rate 0.098% among 340,000. AID 743397;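 active = mean replicate inhibition of at least 30% and at least 1% of replicates passing that level; inconclusive = only one of the two criteria is met; inactive = neither criterion is met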;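 also: 0% = median of the neutral control wells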
ABCB6 inh MLPCN = ABCB6 transporter inhibitors, primary screen, K562-ABCB6 cells, flow cytometry, MLPCN library | K562-ABCB6 porphyrin accumulation, 1 h; active compounds read low | fluorescence ratio to DMSO, % at 10 µM | hit rate 0.19% among 360,000;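 active = fluorescence ratio to DMSO below 75%, the collection mean minus 3 SD; inconclusive = too few cells collected in the well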;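 also: signal is porphyrin accumulated inside mitochondria; 100% equals median channel fluorescence of DMSO control wells; lower ratio means ABCB6 inhibition with less porphyrin fluorescence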
m5-HT2A agonist = mouse Htr2a agonists via beta-arrestin recruitment, primary screen, cell-based, luminescence; activation, % at 7.6 µM; CHO-K1 mHTR2A beta-arrestin complementation; percent of 30 µM serotonin response; hit rate 0.66% among 360,000;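 active = activation above a run cutoff, the mean activation of all tested compounds plus 3 SD, cut at about 14% in these data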;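 also: 0% = plate median of compound wells and 100% = 30 µM serotonin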
PDI turbidity = inhibitors of human PDI, primary screen, biochemical, turbidity, single point, plate reader. Protein disulfide-isomerase (Homo sapiens), P07237. PDI insulin aggregation turbidity, A650, 90 min. inhibition, % at 10 µM. hit rate 0.052% among 350,000;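 active = mean inhibition across replicates of 30% or more, whatever share of single replicates reach that level; inconclusive = mean inhibition below 30% while every single replicate reaches 30%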;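 also: absorbance from insulin aggregation driven by PDI reduction with DTT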
Target sequence (P07237 whole entry, looked up): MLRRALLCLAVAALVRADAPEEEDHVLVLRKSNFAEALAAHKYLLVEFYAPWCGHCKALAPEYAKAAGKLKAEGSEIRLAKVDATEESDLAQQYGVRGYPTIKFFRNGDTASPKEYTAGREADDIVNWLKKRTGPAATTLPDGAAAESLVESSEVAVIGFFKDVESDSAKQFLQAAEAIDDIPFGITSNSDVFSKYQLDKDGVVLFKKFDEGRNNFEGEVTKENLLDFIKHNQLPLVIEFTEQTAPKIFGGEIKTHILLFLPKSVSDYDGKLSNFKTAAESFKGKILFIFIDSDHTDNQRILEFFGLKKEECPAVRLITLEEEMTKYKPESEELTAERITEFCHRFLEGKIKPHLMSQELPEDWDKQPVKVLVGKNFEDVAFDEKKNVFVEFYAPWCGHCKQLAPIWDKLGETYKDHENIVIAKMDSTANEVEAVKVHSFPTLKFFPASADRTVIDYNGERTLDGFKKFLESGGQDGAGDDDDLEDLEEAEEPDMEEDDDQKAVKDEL
* = called active by the depositor; ? = inconclusive; · = not tested or not shown.

Values run as follows: MC4R ag barr	aDG glyco act	CaV13 ICDI inh	N-glyco inh	H9c2 protect	Vif inh	m5-HT2A agonist	ABCB6 inh MLPCN	PDI turbidity	MC4R antagonist
- CCCCn1c(N)c(N(CCOC)C(=O)CN2CC=C(c3ccccc3)CC2)c(=O)[nH]c1=O
 : -2.6	-0.2	2	3	1	3	2	102	-6	11
- O=c1cccc2n1CC1CC2CN(c2ncnc3c2cnn3-c2ccccc2)C1 (centres undefined)
 : -1.6	0.2	-1	-1	-6	-11	-1	90	-18	0
- CCN(CC)c1ccc(CC2C(=O)N(C)C(=O)N(C)C2=O)cc1
 : -2.2	0.6	·	-2	0	0	-2	106	12	21
- C[C@]12CCC3[C@@H](CCC4=CC(=O)CC[C@@]43CO)C1CCC2=O (some centres undefined)
 : 2.7	0.3	-3	3	-4	4	-1	102	-2	7
- CCC(=O)N1c2ccc(S(=O)(=O)CCC(=O)N3CCC4(CC3)OCCO4)cc2CC1C (centres undefined)
 : 1.8	0.2	·	2	5	·	2	102	2	4
- C[C@H]1CCCC(=O)CCC/C=C/c2cc(O)cc(O)c2C(=O)O1
 : 3.9	-0.3	-6	-7	-13	1	4	98	4	4
- CCCCn1c(=O)c(C(=O)Nc2ccc(C)cn2)c(O)c2ccccc21
 : -0.6	0.1	·	3	-4	8	1	96	-8	-4
- O=C(Cn1cc(C=C2C(=O)NC(=O)NC2=O)c2ccccc21)NCC1CCCO1 (centres undefined)
 : -0.5	-0.1	-3	2	1	7	0	93	16	-4
- CC(C)N(Cc1ccco1)/N=C/c1c(O)n(Cc2ccccc2)c(=O)[nH]c1=O
 : -3.2	-0.1	-19	1	-6	-1	-1	100	-1	-6
- COc1ccccc1CCNCc1cccc(C(F)(F)F)c1
 : -0.6	0.0	-2	1	-2	-1	4	95	-2	2
- COC(=O)C1=C(c2cc3ccccc3o2)C[C@@H]2CC[C@H]1N2C(=O)N1CCCC1
 : -0.6	0.1	-5	-2	-3	-7	4	100	-1	0
- C[C@]12CC[C@H](O)CC1C(=O)CC1C2CC[C@@]2(C)C1CC[C@@H]2O (some centres undefined)
 : 0.1	0.1	-11	3	0	1	-2	99	-5	23
- COc1cccc(C(=O)C2CCCN(Cc3ccc(F)cc3)C2)c1 (centres undefined)
 : 1.5	0.2	-5	-5	-1	-4	-11	96	-5	3
- O=C(CN1CCN(C(=O)COc2cccc(F)c2)CC1)Nc1ccc(Cl)c(C(F)(F)F)c1
 : 2.4	0.9	-6	1	-12	-1	-3	90	5	1
- Cc1cc(Cl)ccc1C(=O)C1CCCN(Cc2ccon2)C1 (centres undefined)
 : -2.5	0.3	-7	-4	3	1	-9	96	1	-3

Carrying on:
Values run as follows: MC4R ag barr	aDG glyco act	CaV13 ICDI inh	N-glyco inh	H9c2 protect	Vif inh	m5-HT2A agonist	ABCB6 inh MLPCN	PDI turbidity	MC4R antagonist
- O=C(N/N=C/c1c(O)n(CCc2ccccc2)c(=O)[nH]c1=O)c1ccncc1
 : 0.4	-0.2	-5	3	9	0	-5	105	12	23
- O=C(Cc1ccccc1)OCC(=O)c1ccccc1
 : -1.6	0.0	·	2	4	-1	3	99	-7	-6
- O=C(c1ccc(Cl)cc1)N1CCC2(CC1)OCCO2
 : -0.1	0.1	-2	-1	1	2	4	92	-1	-8
- CC(=O)c1ccc(OCC(=O)N2CCCC(N(C)Cc3ccccc3)C2)cc1 (centres undefined)
 : -1.3	-0.2	-1	·	2	·	-9	87	-9	5
- Cc1cccc(-n2c(O)c(C=NCCCN3CCOCC3)c(=O)[nH]c2=O)c1C
 : 1.4	0.0	·	1	4	9	2	102	5	2
- CCc1cccc(CC)c1N(COC)C(=O)CCl
 : -1.5	-0.1	-6	-1	-7	1	2	99	-1	8
- C[N+](C)(C)CC1CCCC1=O (centres undefined)
 : 1.7	0.0	-5	1	2	4	2	94	0	-1
- CN1CCN(C(=O)Cc2ccccc2)CC1
 : 2.6	-0.1	-19	2	-3	2	20*	99	5	-3
- C=CCn1c(O)c(C(C)=NCC2CCCO2)c(=O)[nH]c1=O (centres undefined)
 : -0.1	0.0	-5	6	2	-4	0	104	-1	-2
- COC(=O)C1=C(c2ccc(-c3ccccc3)c(F)c2)C[C@@H]2CC[C@H]1N2C(=O)NCc1ccco1
 : -0.7	0.3	-9	-5	-14	-4	-3	94	12	13
- O=C(c1cc(C(=O)NCc2ccccc2)c(=O)n(Cc2ccccc2)c1)c1cc(Br)ccc1O
 : -1.0	-0.3	-2	1	-25	1	5	100	-1	13
- CN(C)CCN=Cc1c(O)n(C2CCCCCC2)c(=O)[nH]c1=O
 : -0.4	-0.3	-7	2	2	0	4	104	1	6
- COCCCNC(=O)Cn1cc(/C=C2\C(=O)NC(=O)N(c3ccccc3F)C2=O)c2ccccc21
 : 0.2	0.1	·	5	8	-6	-1	92	-7	13
- COc1ccc(CC2(CCc3ccncc3)C(=O)NC(=O)NC2=O)cc1OC
 : -1.5	0.2	-6	0	4	-8	0	101	5	6
- CCN(CC)C(=O)c1ccc(NC(=O)COc2ccccc2F)cc1
 : 0.5	-0.2	-4	-1	-2	6	7	96	-4	2

Random excerpt: two entries already listed.
Values run as follows: MC4R ag barr	aDG glyco act	CaV13 ICDI inh	N-glyco inh	H9c2 protect	Vif inh	m5-HT2A agonist	ABCB6 inh MLPCN	PDI turbidity	MC4R antagonist
- O=C(c1ccc(Cl)cc1)N1CCC2(CC1)OCCO2
 : -0.1	0.1	-2	-1	1	2	4	92	-1	-8
- O=C(Cc1ccccc1)OCC(=O)c1ccccc1
 : -1.6	0.0	·	2	4	-1	3	99	-7	-6

Following part.
Values run as follows: MC4R ag barr	aDG glyco act	CaV13 ICDI inh	N-glyco inh	H9c2 protect	Vif inh	m5-HT2A agonist	ABCB6 inh MLPCN	PDI turbidity	MC4R antagonist
- C=C1C(=O)O[C@@H]2C[C@@H](C)[C@@H]3C4OC4C(=O)[C@@]3(C)[C@@H](O)[C@H]12 (some centres undefined)
 : -0.2	-0.4	-6	-11	-14	41*	-10	94	-7	-13
- c1ccc(-c2cc(-c3ccccc3)[n+](-c3ccccc3)c(-c3ccccc3)c2)cc1
 : 3.2	0.3	0	16	-21	-14	0	92	-4	6
- N=Cc1c(O)n(-c2ccccc2)c(=O)n(-c2ccccc2)c1=O
 : -0.2	0.0	-4	0	-1	-2	6	91	-3	7
- CSc1ccccc1C(=O)C1CCCN(Cc2ccn[nH]2)C1 (centres undefined)
 : -1.9	-0.1	-6	2	9	1	-2	100	7	4
- COc1cccc(C(c2nnnn2C2CCCC2)N2CCC3(CC2)C(=O)NCN3c2ccccc2)c1OC (centres undefined)
 : ·	0.1	-7	3	7	-4	-6	98	·	·
- CCCCOP(=O)(CN1CCOCC1)OCCCC
 : -1.5	0.9	-5	-1	0	-40	-2	88	-5	1
- Cc1csc(NC(=O)C(Cl)c2ccccc2)n1 (centres undefined) (tested in a mixture with another compound)
 : -1.8	-0.1	-13	0	-1	36	-2	96	-4	16
- CCOc1cc2c(cc1OCC)-n1cccc1C(c1ccc(C(C)C)cc1)NC2 (centres undefined)
 : 5.9	0.7	-5	-3	-20	-19	-1	102	4	-9
- COc1ccc(CN2Cc3cnnn3-c3ccccc3C2C)cc1 (centres undefined)
 : -1.1	-0.3	-5	8	5	·	14	101	-12	9
- Cc1cccc(-n2c(O)c(/C=N/NC(=O)c3ccncc3)c(=O)[nH]c2=O)c1
 : -2.4	-0.2	-20	1	5	1	-4	93	8	-4
- Cn1cc(/C=C2\C(=O)NC(=O)N(c3ccccc3)C2=O)c2ccccc21
 : -1.3	0.0	-4	3	17	-1	-6	97	-2	-1
- O=[N+]([O-])c1cc(F)c(N2CCCCCC2)cc1N1CCNCC1
 : 2.1	1.9	5	-1	0	·	-5	103	?	4
- COc1ccc(C2SCC(=O)Nc3c2c(C)nn3C2CCOC(C)(C)C2)cc1 (centres undefined)
 : 0.1	-0.1	-6	0	3	-12	4	102	8	-2
- CC1=C2C(=O)C3C(CC=C4CC(O)CCC43C)C2CCC12OC1CC(C)CNC1C2C (centres undefined)
 : 1.4	0.1	-1	1	8	-6	3	100	-2	21
- C=CCN1C(=O)NC(=O)/C(=C/c2ccc(N(C)C)c(Br)c2)C1=O
 : 0.6	0.6	1	3	2	-2	5	97	-1	-8

Profiles from above. Order of values: MC4R ag barr	aDG glyco act	CaV13 ICDI inh	N-glyco inh	H9c2 protect	Vif inh	m5-HT2A agonist	ABCB6 inh MLPCN	PDI turbidity	MC4R antagonist
Record of C=C1C(=O)O[C@@H]2C[C@@H](C)[C@@H]3C4OC4C(=O)[C@@]3(C)[C@@H](O)[C@H]12 (some centres undefined) : -0.2	-0.4	-6	-11	-14	41*	-10	94	-7	-13
Record of C=CCN1C(=O)NC(=O)/C(=C/c2ccc(N(C)C)c(Br)c2)C1=O : 0.6	0.6	1	3	2	-2	5	97	-1	-8
Record of Cc1cccc(-n2c(O)c(/C=N/NC(=O)c3ccncc3)c(=O)[nH]c2=O)c1 : -2.4	-0.2	-20	1	5	1	-4	93	8	-4

Remaining list, next part
Values run as follows: MC4R ag barr	aDG glyco act	CaV13 ICDI inh	N-glyco inh	H9c2 protect	Vif inh	m5-HT2A agonist	ABCB6 inh MLPCN	PDI turbidity	MC4R antagonist
- COC(=O)C1=C(c2cc3ccccc3o2)C[C@@H]2CC[C@H]1N2C(=O)NCc1ccc(F)cc1
 : -1.8	0.0	-10	-2	-9	-4	-10	103	-2	13
- CC(C)(C)c1nc(NCc2ccc3c(c2)OCO3)c2nnn(Cc3ccccc3Cl)c2n1
 : -0.4	-0.5	-2	1	-24	3	0	94	10	17
- Cc1c(C(=O)N2CCC3(CC2)OCCO3)oc2ccccc12
 : -2.5	0.1	-5	-1	-1	19	9	98	7	6
- CCc1ccc(CN2CCN(Cc3cc(Br)ccc3O)CC2)cc1
 : -0.9	0.2	-7	-1	-6	-1	-4	95	-2	7
- O=C(O)Cn1cc(C(=O)c2ccccc2F)c2ccccc21
 : -1.0	0.0	-20	1	6	1	1	103	2	2
- CCCCn1nnnc1C(c1cccc(OC)c1OC)N1CCC2(CC1)C(=O)NCN2c1ccccc1 (centres undefined)
 : ·	0.0	-7	16	20	3	1	101	·	·
- Cc1ccccc1C1=NCC(=O)N(CC(=O)N2CCCCC2)c2sc(C)c(C)c21
 : 1.2	0.0	-6	-3	30	-7	-2	96	5	11

Some of the compounds tested; rates above refer to the full screens.
